Source: PubChem
MITF primary – human MITF inhibition, primary screen. O75030. AlphaScreen MITF homodimerization, bead proximity signal. inhibition, % at 2.6 µM. 0.91% of 650,000 active. AID 1259374; in the data active means inhibition above about 50%;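 further: 0% = vehicle wells with protein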
Target sequence (O75030 whole entry, looked up): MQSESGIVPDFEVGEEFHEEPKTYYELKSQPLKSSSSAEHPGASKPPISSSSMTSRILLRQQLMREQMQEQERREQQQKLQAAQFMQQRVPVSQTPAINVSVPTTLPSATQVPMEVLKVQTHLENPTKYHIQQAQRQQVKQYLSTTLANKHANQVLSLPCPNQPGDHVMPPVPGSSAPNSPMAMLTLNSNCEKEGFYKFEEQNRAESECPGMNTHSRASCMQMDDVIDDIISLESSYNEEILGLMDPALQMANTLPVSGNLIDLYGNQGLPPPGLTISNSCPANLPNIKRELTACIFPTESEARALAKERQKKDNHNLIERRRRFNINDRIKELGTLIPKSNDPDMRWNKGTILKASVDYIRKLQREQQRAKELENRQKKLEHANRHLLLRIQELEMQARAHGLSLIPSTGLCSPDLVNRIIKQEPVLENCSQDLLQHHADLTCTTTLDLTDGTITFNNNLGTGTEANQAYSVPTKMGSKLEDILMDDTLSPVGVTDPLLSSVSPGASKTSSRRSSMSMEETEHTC
FBW7 activator – activators of human E3 ligase FBW7; Q969H0; AlphaScreen FBW7–phospho-cyclin E peptide binding, activator screen; normalized activity (activation), % at 26.1 µM; 0.13% of 650,000 active; in the data active means normalized activity above about 1.9%;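 further: purified mutant Fbw7 with reduced substrate affinity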
TEAD-YAP inh – TEAD-YAP interaction inhibition; 1.4% of 640,000 active; inhibition, % at 9.12 µM; HEK-TIYL cells, TEAD-Gal4/YAP UAS-luciferase luminescence; in the data active means inhibition above about 32%;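 further: 0% = median of test compound wells and 100% = reference inhibitor wells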
GPR151 ag – activates the human receptor GPR151; Q8TDV0; PathHunter beta-arrestin GPR151 cells, luminescence; activation, % at 11.2 µM; 1% of 650,000 active; in the data active means activation above about 4.9%;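 further: 0% = median of compound wells and 100% = cells with positive control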
Target sequence (Q8TDV0 whole entry, looked up): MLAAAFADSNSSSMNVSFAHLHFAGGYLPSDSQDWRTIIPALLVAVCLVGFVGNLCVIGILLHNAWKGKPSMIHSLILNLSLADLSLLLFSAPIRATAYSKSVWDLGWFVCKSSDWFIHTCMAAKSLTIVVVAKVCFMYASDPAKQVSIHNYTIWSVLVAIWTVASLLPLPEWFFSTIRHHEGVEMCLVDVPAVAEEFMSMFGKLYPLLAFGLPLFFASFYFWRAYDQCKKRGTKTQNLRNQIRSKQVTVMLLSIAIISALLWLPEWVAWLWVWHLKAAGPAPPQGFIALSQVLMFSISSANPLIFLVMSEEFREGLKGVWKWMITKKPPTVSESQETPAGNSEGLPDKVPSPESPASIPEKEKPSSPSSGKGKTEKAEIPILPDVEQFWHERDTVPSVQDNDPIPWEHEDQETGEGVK
Numbers without * were called inactive.

SMILES	MITF primary	FBW7 activator	TEAD-YAP inh	GPR151 ag
Cc1cccc(N(CC(=O)Nc2cccc(Cl)c2)S(C)(=O)=O)c1C	7	0.0	1	1.2
Brc1ccc(-c2nnc3sc(CNC4CCCC4)cn23)cc1	0	-0.2	2	0.1
COC(=O)C1=C(C)N(c2ccc(OC)c(OC)c2)C(=O)/C1=C\c1ccc(C(=O)OC)cc1	11	-0.2	4	1.5
O=C(Nc1cccc([N+](=O)[O-])c1)c1cc(S(=O)(=O)NC2CCCCC2)ccc1Cl	9	0.0	-9	-0.5
CC(C/C=C/CSc1nc2c(c(=O)[nH]1)C(C)(C1CCCCC1)Cc1ccccc1-2)c1ccccc1 (stereo not given)	6	-0.1	7	-1.0
Cc1ccc(N2C(=O)CC(Sc3nc(-c4ccccc4)ccc3C#N)C2=O)cc1 (stereo not given)	10	0.1	-19	1.5
O=C(NC1CC1)c1ccc(-c2nc(NC3CC3)c3ncn(C4CCCCC4)c3n2)cc1	-4	-0.1	18	2.5
CCn1cnc2sc(C(=O)NCCOC)c(C)c2c1=O	-2	0.0	-5	0.2
CNC(=O)Cn1ncc2c(C)n(Cc3ccccc3F)c(C)c2c1=O	5	-0.2	-4	-0.7
COc1ccc(CN2CCN(Cc3ccccc3[N+](=O)[O-])CC2)cc1OCc1ccccc1	82*	-0.1	-2	1.2

As a working copy, 3 of the compounds above:
SMILES	MITF primary	FBW7 activator	TEAD-YAP inh	GPR151 ag
CCn1cnc2sc(C(=O)NCCOC)c(C)c2c1=O	-2	0.0	-5	0.2
CNC(=O)Cn1ncc2c(C)n(Cc3ccccc3F)c(C)c2c1=O	5	-0.2	-4	-0.7
COc1ccc(CN2CCN(Cc3ccccc3[N+](=O)[O-])CC2)cc1OCc1ccccc1	82*	-0.1	-2	1.2

Carrying on:
SMILES	MITF primary	FBW7 activator	TEAD-YAP inh	GPR151 ag
Fc1ccc(Nc2nc(Cc3ccccc3)nc3sc4c(c23)CCCC4)cc1	7	0.1	-5	-0.8
CCCc1ccc(-c2ccc(OC(=O)c3sc4ncn(C)c(=O)c4c3C)cc2)nc1	-13	0.1	3	0.2
CCC(C)NS(=O)(=O)c1ccc(F)c(C(=O)Nc2c(F)cc(F)cc2Br)c1 (stereo not given)	4	-0.1	8	-0.7
CC(C)c1ccc(NC(=O)CN2N=NC3C(=O)N(c4cccc(Cl)c4)C(=O)C32)cc1 (stereo not given)	-11	0.5	5	-0.3
C=CCSc1nc2c(c(=O)[nH]1)C1(CCCC1)Cc1ccccc1-2	1	0.4	4	2.5
CCC(=O)N1c2ccccc2N2C(c3c(C)cc(C)cc3C)=NON12	-5	0.1	5	-1.6
CC1(C)CC(=O)C(C(c2cccnc2)C2C(=O)CC(C)(C)CC2=O)C(=O)C1	7	0.0	2	1.1
Cc1ccc(NC(=O)CSc2nnc(CN3CCOCC3)n2C)cc1Cl	-17	-0.4	10	-0.8
CCOc1ccc(N2C(=O)CN=C2Nc2cccc(C)c2C)cc1	6	0.0	0	0.9
O=C(Nc1ccc2ccccc2c1N1CCC2(CC1)OCCO2)c1ccc(Br)o1	-7	-0.1	-3	3.0

Single entries from the results shown:
C=CCSc1nc2c(c(=O)[nH]1)C1(CCCC1)Cc1ccccc1-2 in TEAD-YAP inh is entered as 4
CC(C/C=C/CSc1nc2c(c(=O)[nH]1)C(C)(C1CCCCC1)Cc1ccccc1-2)c1ccccc1 (stereo not given) in GPR151 ag is entered as -1.0

(more compounds)
SMILES	MITF primary	FBW7 activator	TEAD-YAP inh	GPR151 ag
COc1ccc(CSc2nc3ccccc3c(=O)n2-c2ccccc2)cc1[N+](=O)[O-]	3	0.0	-1	-0.6
O=C(N/N=C/c1ccccc1I)c1cccnc1	-10	-0.2	-8	-0.4
CCCN(CCC)C(=O)/C=C/c1cccc([N+](=O)[O-])c1	13	-0.1	-4	-0.4
O=C(NCc1nnc(SCc2cccc(F)c2)o1)c1ccccc1	5	-0.1	56*	-0.1
CCOc1ccc2[nH]c(=O)c(CN(CCCO)C(=O)Nc3cccc(Cl)c3)cc2c1	-2	-0.1	2	-0.1
CCn1c(SCC(=O)N(C)C)nnc1-c1ccccc1	22	-0.2	-3	-0.5
CC(=O)Oc1ccc(/C=C2\N=C(c3ccc(C(C)(C)C)cc3)OC2=O)cc1OC(C)=O	12	0.2	-18	-0.1
CCOC(=O)c1cnn(-c2ccc(Cl)cc2)c1N	-6	-0.1	-60	2.1
Cn1cc(/C=C(/C#N)c2nnc(NC(=O)c3ccccc3)s2)c2ccccc21	3	0.0	-5	2.3
N#C/C(=C\c1ccc(I)cc1)c1nc(-c2ccc(Cl)cc2)cs1	8	0.0	0	0.3
COC(=O)CCCNc1nncc(-c2ccccc2C)n1	5	0.2	4	-2.8
N#Cc1c(N2CCCC2=O)sc2c1CCCCC2	-2	0.0	9	2.0
COc1cc(SC)ccc1C(=O)N1CCCCCC1	2	0.8	-2	-1.6
CCOc1cc(/C=C2/C(=N)N3C(SC)=NSC3=NC2=O)ccc1OS(C)(=O)=O	13	0.0	-24	-0.1
COc1ccc(-n2nc3c(c2NC(=O)Cc2ccc(OC)c(OC)c2)CS(=O)C3)cc1 (stereo not given)	4	-0.1	-8	0.0
COc1ccc(-c2csc(NC(=O)c3ccoc3C)n2)cc1	3	-0.2	-45	-0.9
Cc1noc(C)c1C(=O)OCC(=O)Nc1ccc2c(c1)OC(F)(F)O2	11	0.1	1	0.7
COc1ccc(NC(=O)CCNC(=O)Cn2cnc3sc4c(c3c2=O)CCCC4)cc1Cl	-10	0.2	-1	-1.1
Cc1cc(C)c(S(=O)(=O)NCC23C=CC(O2)C2C(=O)N(c4ccc(Cl)cc4)C(=O)C23)c(C)c1 (stereo not given)	1	0.0	-2	-0.7
C=CCN1C(=O)/C(=C\c2ccc(Br)cc2)SC1=Nc1ccccc1	11	0.0	10	1.0
O=C(c1nsc(Cl)c1Cl)N1CCCCC1	-6	-0.1	-3	-1.2
Cc1ccc(OC(=O)c2ccc(N3C(=O)c4ccc(Oc5ccc(N)cc5)cc4C3=O)cc2)cc1C	2	0.2	-20	0.1
Cc1ccc(C)c(C2=Nn3c(nnc3-c3cccc(S(=O)(=O)N(C)C)c3)SC2)c1	-14	0.0	3	0.6
COc1ccc(OCC(=O)N/N=C/c2ccccn2)c(Br)c1	-11	-0.2	5	0.3
Cc1c(C(=O)NCCCN2CCOCC2)sc2ncnc(N3CCN(c4ccccc4F)CC3)c12	4	-0.1	12	1.0
CCOC(=O)c1ccc(-c2ccc(/C=C3\C=C(c4ccccc4)N(c4ccc(C(=O)O)c(O)c4)C3=O)o2)cc1	-6	0.0	-22	-0.8
COc1ccccc1OCC(=O)NNC(=O)c1c(F)cccc1F	4	0.1	-5	0.9
CCOc1ccc(C(=O)NCCS(=O)(=O)N2CCN(c3ccc(F)cc3)CC2)cc1OCC	10	0.3	0	-0.5
CC(C)Oc1ccc(C(=O)Nc2ccc(N3CCCC3)cc2)cc1	9	-0.1	8	1.4
O=C(NCc1ccncc1)C(=O)Nc1ccc(F)cc1F	-2	0.0	-4	1.3

Given as labelled records: part of the list above
> N#Cc1c(N2CCCC2=O)sc2c1CCCCC2
  MITF primary: -2
  FBW7 activator: 0.0
  TEAD-YAP inh: 9
  GPR151 ag: 2.0

> COc1cc(SC)ccc1C(=O)N1CCCCCC1
  MITF primary: 2
  FBW7 activator: 0.8
  TEAD-YAP inh: -2
  GPR151 ag: -1.6

> CCOc1cc(/C=C2/C(=N)N3C(SC)=NSC3=NC2=O)ccc1OS(C)(=O)=O
  MITF primary: 13
  FBW7 activator: 0.0
  TEAD-YAP inh: -24
  GPR151 ag: -0.1

> COc1ccc(-n2nc3c(c2NC(=O)Cc2ccc(OC)c(OC)c2)CS(=O)C3)cc1 (stereo not given)
  MITF primary: 4
  FBW7 activator: -0.1
  TEAD-YAP inh: -8
  GPR151 ag: 0.0

Later entries
SMILES	MITF primary	FBW7 activator	TEAD-YAP inh	GPR151 ag
COc1ccc(N2CCN(C3CCCN(Cc4cnn(C)c4C)C3)CC2)cc1 (stereo not given)	1	-0.1	-3	-1.5
CC(=O)Nc1ccc(NC(=O)Cc2cn(-c3ccc(Nc4ccc(-n5ccnc5)cc4)nn3)c3ccccc23)cc1	22	0.2	-17	2.0
O=C(NCc1ccccc1)Nc1cc(=O)c2ccccc2o1	1	-0.2	-4	-0.9
Cc1cccc(NC2SC(=O)N(C(C)C)C2=O)c1 (stereo not given)	5	0.1	6	3.8
Cc1ccc2c(c1)N(CC(=O)N1CCCCC1)C(=O)CO2	13	-0.1	19	-1.1
CC(=O)C1=C(Nc2ccc(Br)cc2)CC(C)(O)C(C(C)=O)C1c1ccc(Br)cc1 (stereo not given)	8	-0.1	-1	1.3
Cc1onc(C(=O)N2CCN(c3ccccc3)CC2)c1[N+](=O)[O-]	7	0.5	11	-1.9
CNC(=S)N1CCC(C(=O)c2ccc(C)cc2)CC1	7	0.0	5	-1.8
CCN1C(=O)CC(C(=O)Nc2ccccc2)SC1=Nc1ccc(C(=O)OC)cc1 (stereo not given)	-4	-0.1	13	1.5
COc1ccc(CNCc2c(C(=O)O)c(C)n(Cc3ccc(C)cc3)c2C)cc1	7	0.6	9	-0.1
CC(=O)Nc1ccc(S(=O)(=O)N2CCN(S(=O)(=O)c3ccccc3)CC2)cc1	-15	-0.1	4	0.2
COC(=O)C1CCN(C(=O)c2cc3c(=O)n4cccc(C)c4nc3n2C)CC1	-15	0.0	-3	-0.3
Cn1nc(C(=O)Nc2cc(Cl)ccc2Cl)cc1C(=O)Nc1cc(Cl)ccc1Cl	-9	-0.1	-2	2.2
COc1ccc(C2C(C(=O)N3CCC4(CC3)OCCO4)c3ccccc3C(=O)N2Cc2ccc(F)cc2)cc1 (stereo not given)	-29	0.1	-3	2.9
COc1cc(-c2noc(-c3ccc(Cl)cc3)n2)cc(OC)c1OC	-5	-0.2	6	0.8
C=CCNC(=O)CN(C1CCCCC1)S(=O)(=O)c1ccc(Br)cc1	16	0.1	3	-1.2
COc1ccccc1-c1cc(C(=O)NCC(C)C)no1	4	-0.1	-41	-0.3
Cc1ccc(C(=O)Nc2ccccc2C(F)(F)F)cc1[N+](=O)[O-]	-8	0.0	-8	1.0
CCCOc1cc(Br)c(CNCCN(C)C)cc1OCC	9	0.0	-5	-0.3
CC(=O)NC(=O)c1cc2ccccc2oc1=Nc1cccc2ccccc12	-11	-0.3	1	-0.4
COc1ccc(NC(=O)N2CCC3(CC2)OCc2cc(OC)ccc2O3)cc1	11	0.9	-1	-0.6
O=C(Cn1c(=O)n(Cc2ccccc2)c(=O)c2ccccc21)Nc1ccc(F)cc1	-3	0.0	14	-1.0
CCOC(=O)c1ccc(NC(=O)CCCN2C(=O)c3cccc4cccc(c34)C2=O)cc1	0	-0.1	-12	1.2
COc1ccc(-c2noc(-c3nnn(CC(=O)Nc4ccccc4)c3N)n2)cc1	12	0.0	-5	-1.4
COc1cc(NS(=O)(=O)c2ccc3ccccc3c2)cc(OC)c1	16	-0.1	-16	-1.9
CC(=O)c1c(C)oc2ccc(N(C(C)=O)S(=O)(=O)c3ccc(F)cc3C)cc12	-4	-0.1	-3	-0.1
CCOC(=O)c1cnc2c(Cl)c(Cl)ccc2c1N(C)Cc1ccccc1	6	0.0	5	0.1
CCCCn1c(=NC(=O)c2c(-c3ccccc3Cl)noc2C)c(C(=O)OCC)cc2c(=O)n3ccccc3nc21	13	-0.1	-9	0.5
CCN(C1CCCCC1)S(=O)(=O)c1cc(Br)ccc1OC	-11	0.0	1	-1.3
COc1ccc(CC(=O)NNS(=O)(=O)c2ccc([N+](=O)[O-])cc2)cc1OC	-7	-0.2	2	0.6
O=C(N/N=C/c1coc2ccccc2c1=O)c1ccn(Cc2ccc(Cl)cc2)n1	-9	0.3	0	-1.7
O=C(CSc1nc2c(c(=O)n1-c1ccc(F)cc1)SCC2)N1CCCC1	1	0.1	-3	1.4
Nc1c(C(=O)Nc2cccc(Cl)c2)nnn1Cc1cccc(Cl)c1	14	0.9	-4	-0.8
Cc1ccc(S(=O)(=O)N(C)CC(=O)NNC(=O)c2cncn2-c2ccc(F)cc2)cc1	-14	0.1	5	0.4
CN(C)S(=O)(=O)c1ccc2c(c1)CCN2	1	-0.1	-1	0.4
Cc1cccc(Oc2cc([N+](=O)[O-])cc3c2C=Cc2ccccc2O3)c1	9	0.0	1	-1.5
Cc1cnc(N2CCN(Cc3ccc4c(c3)OCO4)CC2)nc1N	5	0.2	4	-1.2
S=C1NC2(CCCCC2)N=C1c1ccccc1	-7	-0.4	-11	8.1*
COCCNS(=O)(=O)c1ccc(Cl)cc1	-2	-0.3	11	0.8
CSc1ccc2nc(N3CCN(C(=O)C4CCCN4S(C)(=O)=O)CC3)sc2c1 (stereo not given)	-9	-0.2	4	0.1
COc1ccc(-n2nnc3c(N4CCN(S(=O)(=O)c5cccc(F)c5)CC4)ncnc32)cc1	2	0.1	6	-0.1
CCOc1cc(/C=C2/C(=N)N3N=C(CC)SC3=NC2=O)cc(Br)c1OCCOc1ccccc1OC	-2	-0.1	-12	1.8
Cc1cc(I)ccc1NC(=O)CCN1C(=O)c2cccc([N+](=O)[O-])c2C1=O	-4	-0.1	5	-1.0
COc1cccc(OC)c1CN1CCC(OC(=O)Nc2ccccc2)CC1	-1	-0.2	-16	0.0
Cc1ccc(N=C2NC(=O)/C(=C/c3ccco3)S2)c(C)c1	19	0.0	0	-1.1
COc1ccc(OCC(=O)Nc2ccccc2C(C)C)cc1	-11	0.0	-5	-0.8
COc1ccc(Cn2c(=S)[nH]c3sc(C(=O)N(C)C)c(C)c3c2=O)cc1	-6	-0.1	-7	0.0
O=C(O)/C=C\C(=O)Nc1nc(-c2ccc(NC(=O)c3ccccc3)cc2)cs1	-1	-0.3	-64	-0.9
CCC(=O)Oc1cccc(N2C(=O)C3C4C=CC(C4)C3C2=O)c1 (stereo not given)	22	0.2	3	-0.2
CS(=O)(=O)c1ccc(Cn2cc(-c3ccncc3)cn2)cc1	4	-0.1	-2	0.2
CC(C(=O)NCc1ccco1)c1ccc([N+](=O)[O-])cc1 (stereo not given)	5	1.2	15	-0.8
